Mdm2 MdmX PPI = human Mdm2/MdmX binding inhibition | O15151+Q00987 | SaOS-2 split-luciferase Mdm2/MdmX complementation, luminescence | inhibition, % at 8 µM | 3% of 330,000 active | AID 485346;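 active = inhibition of at least 50% at 8 µM in the primary screen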
UPR XBP1 act = activators of adaptive arm of unfolded protein response (XBP1); CHO-XBP1 luciferase reporter, IRE1-XBP1 UPR activation, luminescence; percent of tunicamycin response, DMSO as zero; activation, % at 20 µM; 0.33% of 330,000 active; AID 463104;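 active = versus positive control, 20 µM dose yields 30% or more activation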;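 also: 100% = tunicamycin at 10 µg/mL and 0% = DMSO only wells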
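Material: CHO-XBP1 cells stably carrying IRE1-XBP1-driven luciferase reporter / Amount: 1000 cells per well / Compound: 20 µM, 1% DMSO / Times: 6 h treatment, 37 °C / Detection: luciferase luminescence / Measure: % activation of reporter signal versus tunicamycin and DMSO controls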
APJ antag = antagonists of human APJ apelin receptor; CHO-K1 APJ beta-arrestin complementation, luminescence; 0.32% of 330,000 active; AID 2521; P35414; inhibition, % at 20 µM;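 active = inhibition above about 40% at 20 µM, limit read from the data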;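 also: cells challenged with 10 nM apelin-13 agonist together with compound; plate controls were apelin-13 plus DMSO wells for no effect and DMSO wells lacking apelin-13 for full effect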
Target sequence (P35414 whole entry, looked up): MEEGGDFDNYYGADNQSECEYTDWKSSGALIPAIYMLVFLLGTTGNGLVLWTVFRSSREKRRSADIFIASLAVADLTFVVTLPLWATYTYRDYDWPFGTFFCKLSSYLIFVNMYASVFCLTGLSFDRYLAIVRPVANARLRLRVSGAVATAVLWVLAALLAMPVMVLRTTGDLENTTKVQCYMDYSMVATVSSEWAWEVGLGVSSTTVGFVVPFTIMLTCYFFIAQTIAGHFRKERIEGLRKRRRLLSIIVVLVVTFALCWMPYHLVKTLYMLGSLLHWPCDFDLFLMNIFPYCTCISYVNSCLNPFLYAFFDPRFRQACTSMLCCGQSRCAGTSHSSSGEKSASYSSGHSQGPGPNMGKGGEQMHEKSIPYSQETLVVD
Jurkat NFkB inh = lowers PMA/ionomycin-induced NF-kB signal in Jurkat cells; PMA/ionomycin-induced NF-kB luciferase reporter, luminescence; inhibition, % at 4 µM; 0.53% of 330,000 active; AID 435003; in the data active = inhibition above about 50%
CHOP UPR activ = activators of apoptotic arm of unfolded protein response (CHOP) | CHO-CHOP luciferase reporter, UPR activation, luminescence; percent of tunicamycin response over DMSO baseline | activation, % at 10 µM | 0.34% of 330,000 active;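 active = at 10 µM dose, activation of 40% or more, normalized to positive control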;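 also: 100% = tunicamycin at 10 µg/mL and 0% = DMSO alone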
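Assay system: CHO-CHOP cells, stable luciferase reporter of PERK-eIF2a-CHOP signalling / Buffer or medium: F12 plus 10% serum / Compound dosing: one dose, 10 µM in 0.5% DMSO / Times: 6 h compound treatment, 37 °C / Technique: luciferase luminescence / Read-out: % reporter activation, DMSO baseline versus tunicamycin full activation / Benchmarks: tunicamycin and DMSO controls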
697 NFkB inh = inhibitors of the PMA/ionomycin-induced NF-kB reporter in 697 B cells; 697 B-cell NF-kB luciferase reporter, 16 h; 0.33% of 330,000 active; AID 435022; inhibition, % at 4 µM; in the data active = inhibition above about 35%
APJ agonist = agonists of human APJ apelin receptor; P35414; CHO-K1 APJ PathHunter beta-arrestin, luminescence; 0% DMSO wells, 100% apelin; activation, % at 20 µM; 0.11% of 330,000 active; AID 2520;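 active = activation more than six SD over the plate average, tested at 20 µM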;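 also: 0% = DMSO alone and 100% = apelin-13 at 10 nM; some results filed as inactive read as strong as hits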
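Assay system: engineered CHO-K1 APJ arrestin reporter cells; Amount: 1000 CHO-K1 reporter cells seeded per well; Dosing: one dose, 20 µM compound, 1% DMSO; Times: compound stimulation 90 min at 25 °C, detection 60 min; Measured by: luminescent beta-gal fragment complementation, chemiluminescent substrate; Read-out: APJ–arrestin association signal; Controls: DMSO vs Apelin-13 10 nM.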
tim23-1 inh = inhibits growth of tim23-1 mutant yeast | S. cerevisiae tim23-1 growth, BacTiter-Glo luminescence, 24 h | inhibition, % at 20 µM | 1.3% of 330,000 active | AID 463212;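 active = growth inhibition of the mutant yeast at or above 50%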;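 also: temperature-sensitive mutant grown at 25 °C; plate controls were DMSO-treated mutant yeast for no effect and medium wells lacking yeast for full effect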
An asterisk follows results filed as active.

SMILES	Mdm2 MdmX PPI	UPR XBP1 act	APJ antag	Jurkat NFkB inh	CHOP UPR activ	697 NFkB inh	APJ agonist	tim23-1 inh
Cn1cccc1/C=N/N1CCN(Cc2ccc(Cl)cc2)CC1	1.0	-3.5	8.2	15.7	1.1	11.4	-1.5	4.6
CCCCN(C(=O)c1ccc(S(=O)(=O)N2CCCCC2)cc1)C1CCS(=O)(=O)C1 (configuration not stated)	-28.4	-0.2	-45.7	-2.3	-0.8	-6.7	1.1	6.6
Cn1c(=O)[nH]c(=O)c2c1nc(NCCN)n2CCOc1ccccc1	11.2	-1.3	14.4	-16.6	6.0	-2.5	-2.7	-15.8
COc1cc2c(cc1OC)CN(C(=O)C1CCCN(C(=O)c3ccc(Cl)cc3)C1)CC2 (configuration not stated)	-14.8	-0.8	-2.8	-11.5	0.9	-1.7	-1.6	5.5
COc1cc(C(=O)Oc2ccc3ccc(O)cc3c2)cc(OC)c1OC	17.7	3.5	-8.6	-10.0	4.6	-30.2	1.6	43.8
CCN(CC)C(=O)N1CCC(NC(=O)Cc2ccccc2)CC1	21.7	3.4	-12.2	11.3	4.0	6.7	-6.7	2.3
Cc1cccc(OCCn2c(=O)n(C)c3ccccc32)c1	-90.2	0.9	1.4	-74.5	4.9	-160.4	-3.2	37.2
Nn1c(SCC(=O)Nc2ccc3c(c2)OCCO3)nnc(CCC(=O)O)c1=O	3.7	-2.8	-8.2	0.3	1.9	-7.2	-1.8	-4.1
O=C(CCC(=O)c1ccccc1)NCCc1c[nH]c2ccccc12	2.6	-0.5	-8.2	8.1	3.1	-10.6	0.6	14.3
CCCCn1c(N)c(N(CCOC)C(=O)COC(=O)COc2ccccc2C#N)c(=O)[nH]c1=O	-7.0	1.0	-25.6	-2.1	-0.6	0.6	-0.8	1.2
CCN(CC)S(=O)(=O)c1ccc(C(=O)NCCOC(=O)c2ccc(F)cc2F)cc1	1.2	-5.6	3.1	-16.4	-1.1	-13.5	-0.1	16.5
Brc1ccccc1OCCCOc1cccc2cccnc12	-83.0	-1.1	-8.1	-29.1	10.3	-76.5	-1.4	40.7
CCCOc1ccc(N2C(=O)CC(N3CCC(C(=O)OCC)CC3)C2=O)cc1 (configuration not stated)	-18.1	-1.7	17.4	1.9	-0.4	-1.1	0.5	38.2
COC(=O)c1ccc(-n2cnc(Cl)n2)c(F)c1	5.4	-0.3	11.0	-0.7	1.0	13.2	-2.2	-14.6
Nc1c(C(=O)OCC(=O)Nc2ccc(Cl)cc2[N+](=O)[O-])[nH]c(=O)[nH]c1=O	8.4	-1.5	-35.7	9.6	-0.4	1.1	5.0	-6.6
COc1ccc(C2=Nn3c(C)nnc3SC2)cc1	17.4	-2.3	-3.3	10.6	0.4	-2.0	0.3	15.1
O=C(Nc1ccccc1Cc1ccccc1)C1CC(=O)N(c2ccc3c(c2)OCCO3)C1 (configuration not stated)	-3.1	-5.2	8.7	-1.4	-0.9	-25.6	0.6	10.8
COC(=O)C1CCN(c2cc(=O)n(-c3ccccc3Cl)c(=O)[nH]2)CC1	13.0	-1.2	7.8	4.2	-0.1	9.4	-4.4	1.9
COc1ccc(/C=N/NC(=O)COc2ccc3ccccc3c2)c(C(=O)O)c1OC	-23.7	-2.7	9.7	11.6	2.0	-1.6	-1.8	3.4
COc1ccc(-c2cc(=O)c3cc(C)ccc3[nH]2)cc1	-115.0	-4.5	7.1	-107.0	0.8	-128.1	0.9	1.9
Cc1cc(OCc2cccc(Cl)c2)c(C)cc1CN1CCOCC1	-23.5	-0.8	0.6	-31.6	-0.3	-28.5	-1.1	1.1
O=C1CC(N(O)c2ccccc2)C(=O)N1c1ccc(Cl)c(Cl)c1 (configuration not stated)	14.0	1.4	-19.8	-3.7	2.9	12.4	8.1	26.8
c1ccc(-c2sc3ccccc3c2-c2ccc(OCCN3CCCCC3)cc2)cc1	4.7	-1.3	-12.6	-4.6	-0.2	6.2	-0.3	-10.0
O=C(Nc1ccc(F)cc1F)c1ccc(-n2cccn2)c([N+](=O)[O-])c1	7.6	0.5	-0.5	-8.3	0.6	19.5	-0.4	8.8
O=C(CCc1nc2ccccc2s1)Nc1cccnc1	22.0	-1.4	-6.8	-6.1	-0.7	4.8	-0.9	-0.3

Compound profiles (already shown).
Profile of COC(=O)c1ccc(-n2cnc(Cl)n2)c(F)c1 → Mdm2 MdmX PPI: 5.4; UPR XBP1 act: -0.3; APJ antag: 11.0; Jurkat NFkB inh: -0.7; CHOP UPR activ: 1.0; 697 NFkB inh: 13.2; APJ agonist: -2.2; tim23-1 inh: -14.6
Profile of O=C(CCc1nc2ccccc2s1)Nc1cccnc1 → Mdm2 MdmX PPI: 22.0; UPR XBP1 act: -1.4; APJ antag: -6.8; Jurkat NFkB inh: -6.1; CHOP UPR activ: -0.7; 697 NFkB inh: 4.8; APJ agonist: -0.9; tim23-1 inh: -0.3
Profile of c1ccc(-c2sc3ccccc3c2-c2ccc(OCCN3CCCCC3)cc2)cc1 → Mdm2 MdmX PPI: 4.7; UPR XBP1 act: -1.3; APJ antag: -12.6; Jurkat NFkB inh: -4.6; CHOP UPR activ: -0.2; 697 NFkB inh: 6.2; APJ agonist: -0.3; tim23-1 inh: -10.0

(cont.)
SMILES	Mdm2 MdmX PPI	UPR XBP1 act	APJ antag	Jurkat NFkB inh	CHOP UPR activ	697 NFkB inh	APJ agonist	tim23-1 inh
Cc1cc(C)cc(NCc2cc(=O)oc3cc(C)c(O)cc23)c1	4.4	-2.7	17.2	29.1	-0.4	8.3	-3.1	4.4
O=C(O)CC(Sc1n[nH]c(=S)s1)C(=O)O (configuration not stated)	4.0	-0.8	21.0	-6.1	0.9	-6.5	-3.4	14.0
COc1ccc2nc(NC(=O)CN(c3ccc(C)cc3)S(=O)(=O)c3c(C)nn(C)c3C)sc2c1	26.4	5.7	4.1	4.6	-1.7	14.1	-3.2	40.1
COc1ccc(-c2nc(N3CCCC3)[nH]c(=O)c2C#N)cc1	13.0	1.8	4.5	0.3	-1.1	-9.1	-6.0	4.4
CCN(CC)CCN(C(=O)c1ccc(C(=O)c2ccccc2)cc1)c1nc2ccc(OC)cc2s1	-26.4	4.1	51.1*	-1.2	0.1	-90.3	-6.7	24.7
CCc1ccccc1NC(=S)N(Cc1cccc(C)c1)c1cccnc1	3.3	-1.1	9.9	-5.3	1.3	8.6	-2.7	6.9
CC(=O)NC(NC(C)=O)c1ccc(N(C)C)cc1	6.5	0.8	4.3	-17.2	0.1	5.7	-4.2	24.3
O=C(CSc1n[nH]c(-c2cccs2)n1)NC1CCS(=O)(=O)C1 (configuration not stated)	31.9	-6.2	12.0	3.1	1.8	3.3	-0.7	11.2
c1ccc(CNc2nc(N3CCN(Cc4ccccc4)CC3)nc3ccccc23)cc1	81.0*	-2.3	6.5	8.0	2.3	-29.2	-1.2	15.2
NS(=O)(=O)c1ccc(CCNC2CC(=O)N(CCc3ccccc3)C2=O)cc1 (configuration not stated)	11.0	-3.1	7.5	13.7	0.1	-3.1	0.1	12.6
Cc1cc(C(C)(C)C)cc(C)c1Cn1c2[n+](c3ccc(C(F)(F)F)cc31)CCCCC2	72.0*	-0.2	-9.1	0.0	1.1	-49.5	-0.5	25.8
O=C(COc1ccc(Cl)cc1)NCc1nnc(SCC(=O)Nc2ccc(F)cc2F)o1	-0.5	-0.3	-3.4	-1.3	-0.2	14.0	-3.7	16.3
CN(C)S(=O)(=O)c1cccc(NC(=S)NCc2ccc3c(c2)OCO3)c1	7.4	3.8	3.1	9.8	-2.4	7.8	-2.3	-7.4
O=C(c1ccccc1)c1ccc2c(c1)OCCOCCOCCOCCO2	9.7	-0.8	-14.5	-7.4	-0.3	9.9	0.6	11.9
Cc1ccc(CN(c2ccc(C(=O)NCc3ccc4c(c3)OCO4)cc2)S(C)(=O)=O)cc1	15.5	-4.0	-10.8	8.4	1.1	18.5	-2.9	5.3
S=c1[nH]nc(-c2cccnc2)n1C1CCCCC1	-10.3	-2.0	3.0	9.5	-0.2	-6.8	-2.8	-2.3
COc1cccc(CN(C)CC(O)COc2cc(Cl)ccc2Cl)c1 (configuration not stated)	0.3	2.1	11.6	-2.1	-1.2	8.1	-6.5	19.7
Cc1c(C(=O)N/N=C/c2cccs2)nc2ccccn12	1.4	-0.5	-4.7	11.2	-0.8	4.6	2.3	10.0
Cn1nnnc1SC1CC(=O)N(c2ccccc2)C1=O (configuration not stated)	4.7	0.5	-6.9	-2.2	0.7	1.8	1.8	32.1
O=C(CCCC(=O)NCCc1ccccc1)NCCc1ccccc1	2.0	-3.2	11.0	-5.5	-0.9	21.4	-2.3	11.7
COc1ccc(-c2c(-c3ccc(C#N)cc3)oc(=O)c3cc(OC)c(OC)cc23)cc1	23.4	-0.9	12.1	-5.5	3.1	13.7	-3.5	20.0
CCCn1c2ccc(/C(C)=N\O)cc2c2cc(/C(C)=N/O)ccc21	27.5	6.6	3.5	-15.4	-2.9	2.4	-1.3	4.5
CCCCCN(C(=O)CCC(=O)OCCOc1cccc(Cl)c1)c1c(N)n(CCCC)c(=O)[nH]c1=O	23.5	-3.1	23.4	12.2	-0.2	9.2	-2.6	-9.0
O=C1CC(NCC2CCCO2)C(=O)N1c1ccc(F)cc1 (configuration not stated)	-13.3	1.0	7.6	14.7	1.5	14.6	-2.6	11.2
CC(OC(=O)c1ccccc1Nc1ccc(SC(F)F)cc1)C(N)=O (configuration not stated)	37.5	0.0	-6.1	-5.3	1.7	-8.2	-0.3	33.5

(continued)
SMILES	Mdm2 MdmX PPI	UPR XBP1 act	APJ antag	Jurkat NFkB inh	CHOP UPR activ	697 NFkB inh	APJ agonist	tim23-1 inh
CC(=O)c1nnn(-c2nc(N)nc(N(c3ccccc3)c3ccccc3)n2)c1C	10.4	-2.8	2.4	-13.4	1.8	-8.1	1.4	8.3
NNc1cc(C(=O)O)ccc1Cl	-1.4	-2.3	-6.9	-10.1	2.6	6.1	-2.6	16.6
COc1cccc(OC)c1C(=O)NC(=O)NNc1cc(C(F)(F)F)cc(C)n1	21.4	-6.2	-4.8	1.9	0.4	5.0	-2.0	5.2
CCOc1cccc(CN2CCN(Cc3ccc(C)o3)C(CCO)C2)c1O (configuration not stated)	1.8	2.6	3.3	0.1	4.8	9.1	-3.4	2.7
Cc1cccc2cc3c(NC(=O)c4ccccn4)nn(C)c3nc12	8.1	4.3	11.2	-1.8	0.4	-2.4	0.2	9.5
COc1ccc(NC(=O)CCCc2ccc(OC)c(C)c2)cc1	-2.5	-3.8	-0.5	-9.5	-2.1	-30.8	-2.8	16.8
Cc1cc(C(=O)Nc2ccncc2)c2ccccc2n1	10.4	-2.9	-59.2	2.8	0.3	-24.7	6.3	9.9
NC(=O)c1cc(-c2ccccc2)sc1NC(=O)Cc1ccc(S(=O)(=O)N2CCOCC2)s1	-5.0	8.0	6.4	14.7	6.1	15.4	0.2	-25.2
CC(=O)N1CCc2cc(S(=O)(=O)CCC(=O)Nc3ccccc3F)ccc21	-4.5	-4.5	18.5	6.1	1.3	3.5	-2.5	14.2
O=C(/C=C/c1ccco1)Nc1nnc(-c2ccco2)s1	26.2	2.4	13.1	0.1	6.1	-14.0	-4.0	-19.9

Bioassay records: PubChem BioAssay, Sanford-Burnham Center for Chemical Genomics
